From PubChem
BRCA1 expr up: increases BRCA1 expression; MCF7-BRCA1-FFLuc reporter, luminescence, 48 h; response scale: scaled: vehicle 0%, 10 µM genistein 100%; Potency, µM (titrated, usually from 46.1 µM), inactives show at the highest dose activation, usual class: activators; AID 624202; hit rate 1.1% among 380,000; also: potency is read from the fitted curve at half-maximal effect; nearly all actives have a fitted effect of over 80% in size; some results filed as inactive show a strong effect at the top dose
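MCF7-BRCA1-FFLuc cells, 2000/well in phenol-red-free MEM, attached 2 h then treated 48 h at 37 C. Luciferase luminescence read 15 min after reagent; normalized to genistein maximum activation (10microM) and DMSO, concentration-response fitted.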
p53 reactivator: re-activators of mutant p53 | H1299 p53-A138V BP100-luciferase reporter, luminescence, 24 h | Potency, µM (highest dose often 92.2 µM), for inactives: at the top dose activity change, positive = activation, most hits filed as activators | hit rate 0.063% among 320,000 | AID 504706; also: potency is read from the fitted curve at half-maximal effect; % of control where 0% means no effect; nearly all actives have a fitted effect of over 45% in size
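H1299 (p53-null), stable ts p53-A138V + BP100-Luc; 1000 cells/well, Opti-MEM/10% FBS; cpd 4 pt, 1:5; 24 h, 37 deg C, 5% CO2; detection reagent 10 min RT; luminescence.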
RORg inh: blocks mouse ROR gamma transcriptional activity; P51450; Drosophila S2 Gal4-RORgamma UAS-luciferase reporter, 20 h; Potency, µM (highest dose often 53.6 µM), inactives show at the top dose activity change, negative = inhibition, actives largely listed as inhibitors; hit rate 5.4% among 310,000; also: potency is read from the fitted curve at half-maximal effect; % is scaled to controls: 0 for no effect and ±100 for the full control effect; nearly all actives have a fitted effect of over 60% in size
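Luminescence from a UAS-regulated Photinus luciferase reporter in stably transfected Drosophila Schneider cells is measured; decreased signal marks ROR gamma inhibition. Fusion expression is induced by 700 uM copper sulfate for 20 hr.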
Gal4-VP16 FLuc: counter-screen for ROR gamma inhibitors: Gal4-VP16 reporter. Drosophila S2 Gal4-VP16 UAS-luciferase, luminescence, 20 h. Potency, µM (top dose mostly 53.6 µM), without a hit: top-dose activity, negative = inhibition, actives largely listed as inhibitors. hit rate 3.5% among 310,000. AID 2546;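 also: Gal4-VP16 expression switched on by copper sulfate through the metallothionein promoter; potency is read from the fitted curve at half-maximal effect; % is scaled to controls: 0 for no effect and ±100 for the full control effect; nearly all actives have a fitted effect of over 50% in size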
ELG1 genotoxic: inducers of genotoxicity in HEK293T ELG1-luciferase cells. AID 504466. hit rate 1.3% among 330,000. Potency, µM (doses to about 46 µM), for inactives: at the top dose activity change, positive = activation, most hits filed as activators. HEK293T ELG1-luciferase reporter, luminescence, 16 h; also: potency is read from the fitted curve at half-maximal effect; % of control where 0% means no effect; nearly all actives have a fitted effect of over 60% in size
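After overnight (16 hr) compound treatment at 37 °C, ELG1-luciferase HEK293T cells were lysed with ONE-Glo; luminescence quantified 30 min later at room temperature.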
Menin-MLL TR inh: displaces Texas Red mutant MLL peptide from human menin. hit rate 0.23% among 270,000. Menin + Texas Red MLL mutant peptide, fluorescence polarization. Potency, µM (doses to about 61.6 µM), inactives show top-dose FP activity change, negative = inhibition, most hits filed as inhibitors. O00255; active = well fitted inhibition curve with a large enough effect in the polarisation, with a control signal flat, not every such curve was filed as active; inconclusive = small, poorly fitted or top-dose-only effect, or effect the other way, or a change in a side signal; inactive = no such curve, though single readings can be large or run the other way; the % refers to the polarisation; also: potency is read from the fitted curve at half-maximal effect; % of control where 0% means no effect; many of its hits are not listed in these tables
Target sequence (O00255 whole entry, looked up): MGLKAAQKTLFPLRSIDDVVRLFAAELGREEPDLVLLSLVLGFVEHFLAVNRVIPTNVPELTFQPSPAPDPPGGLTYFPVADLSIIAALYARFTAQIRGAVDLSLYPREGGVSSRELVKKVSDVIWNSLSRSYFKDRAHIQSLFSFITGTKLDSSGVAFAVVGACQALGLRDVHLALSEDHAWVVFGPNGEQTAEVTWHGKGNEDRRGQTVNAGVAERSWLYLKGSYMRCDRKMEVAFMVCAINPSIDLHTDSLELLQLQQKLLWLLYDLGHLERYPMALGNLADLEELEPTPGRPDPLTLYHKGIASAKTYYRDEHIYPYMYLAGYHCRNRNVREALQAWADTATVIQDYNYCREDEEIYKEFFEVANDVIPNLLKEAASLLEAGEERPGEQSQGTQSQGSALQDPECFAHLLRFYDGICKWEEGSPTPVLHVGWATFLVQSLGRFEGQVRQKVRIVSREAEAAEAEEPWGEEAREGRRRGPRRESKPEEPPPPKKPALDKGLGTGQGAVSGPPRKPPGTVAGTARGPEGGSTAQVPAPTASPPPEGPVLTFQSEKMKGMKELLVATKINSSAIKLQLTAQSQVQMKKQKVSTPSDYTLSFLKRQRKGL
PKM2 activator: increases activity of human pyruvate kinase M2; P14618; hit rate 0.34% among 260,000; purified PKM2, Kinase-Glo ATP luminescence, activation; response scale: 0% is enzyme alone, no compound; Potency, µM (highest dose often 57.5 µM), for inactives: at the highest dose activation, actives largely listed as activators; also: potency is read from the fitted curve at half-maximal effect; % is scaled to controls: 0 for no effect and ±100 for the full control effect; nearly all actives have a fitted effect of over 55% in size
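hPK-M2, >95% pure; 0.1 mM ADP / 0.5 mM PEP final; imidazole pH7.2 buffer w/ 7 mM MgCl2, 50 mM KCl; 1 h RT; Kinase-Glo lum. Intermediate enzyme activity for dual inhibitor/activator qHTS.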
Giardia killer: kills Giardia lamblia | Giardia lamblia trophozoite viability | activity change, % at 7.66 µM, hits read low | hit rate 0.15% among 340,000; in the data active = activity change below about -80%; inconclusive = between about -30% and that limit;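 also: parasites exposed to compound for two days anaerobically before the ATP read; % is scaled to controls: 0 for no effect and ±100 for the full control effect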
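Luminescent ATP signal served as the viability read-out, measured 15-30 min after adding ATP detection reagent to trophozoites that had been incubated with compounds for 48 hrs at 37 deg C anaerobically at 100 cells/well.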
NPC1 prom act: NPC1 promoter activation; Huh7 NPC1 promoter luciferase reporter, 24 h; Potency, µM (top dose mostly 9.22 µM), for the others: top-dose activation, usual class: activators; hit rate 2.4% among 320,000; AID 485313;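 also: potency is read from the fitted curve at half-maximal effect; % of control where 0% means no effect; nearly all actives have a fitted effect of over 60% in size; reporter is driven by a mutant NPC1 promoter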
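Luminescence from an NPC1 promoter-driven luciferase reporter in stably transfected Huh7 cells was measured after 24 h compound treatment at 37 °C, followed by 10 min ambient incubation with luciferase detection reagent.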
Rab9 prom act: activators of Rab9 promoter | AID 485297 | Huh7 Rab9 promoter-luciferase reporter, luminescence, 24 h | hit rate 2.8% among 320,000 | Potency, µM (highest dose often 9.22 µM), without a hit: at the top dose activation, negative = inhibition, most hits filed as activators; also: potency is read from the fitted curve at half-maximal effect; % of control where 0% means no effect; nearly all actives have a fitted effect of over 60% in size
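Promoter activation is measured as luciferase luminescence in Huh7 cells stably transfected with a Rab9 promoter–luciferase construct, following 24 h compound exposure at 37 °C and 10 min reagent incubation at ambient temperature.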
FLuc modulator: firefly luciferase modulation, counter-screen for miR-21 project. P08659. purified FLuc, Km substrates, luminescence inhibition. Potency, µM (series often up to 57.5 µM), for inactives: at the highest dose activity change, negative = inhibition, usual class: inhibitors. hit rate 6.9% among 360,000. AID 588342;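 also: potency is read from the fitted curve at half-maximal effect; plate controls were vehicle for no effect and reference inhibitor for full effect; nearly all actives have a fitted effect of over 55% in size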
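Biochemical qHTS of compounds, final roughly 60 µM downward over six points, against 10 nM purified firefly luciferase using Km concentrations of substrates (10 uM D-luciferin, 10 uM ATP) in Tris acetate pH 7.5 buffer; luminescence output.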
The depositor's hits bear a star; ? = inconclusive; . = no result given; [ ] = remark or other dose. Unless noted, calls follow the shape of the dose curve; as a rule, active = well fitted curve in the direction sought with a large enough effect; inconclusive = small, poorly fitted or top-dose-only effect, or another doubt; inactive = no such curve, though single readings can be large; an effect the other way counts as inactive or inconclusive. Only part of the results is shown. The share of hits here may be higher or lower than overall.

Every second line gives: BRCA1 expr up | p53 reactivator | RORg inh | Gal4-VP16 FLuc | ELG1 genotoxic | Menin-MLL TR inh | PKM2 activator | Giardia killer | NPC1 prom act | Rab9 prom act | FLuc modulator
O=C1C2C3C=CC(CNS(=O)(=O)c4ccccc4[N+](=O)[O-])(O3)C2C(=O)N1c1ccccc1 (configuration not stated)
 : -32% | 3% | ? | 11µM* | -4% | 21% | 9% | -19 | -1% | -7% | -3%
CC1(C)NC(=O)N(Cc2cc(=O)n3ccsc3n2)C1=O
 : 0% | -3% | 29% | 2% | -1% | . | 0% | ? | -3% | 0% | -1%
COc1cc(/C=C/C(=O)OCC(=O)Nc2cc(C)c(C)cc2[N+](=O)[O-])ccc1O
 : 7% | 0% | -1% | -9% | 0% | . | 0% | -2 | 2% | -4% | -2%
Cc1ccc(N(CC(=O)NCc2ccccc2)C(=O)CCC(=O)Nc2ccccn2)c(C)c1
 : -17% | -3% | 30% | 14% | -2% | -23% | -9% | 2 | 1% | -8% | 5%
O=[N+]([O-])c1ccccc1/C=N/Nc1nccnc1Cl
 : 30% | 16% | 18% | 1% | ? | -14% | -27% | 0 | ? | 3.5µM* | 27µM*
Cc1ccc(C(=O)/C=C/N(C)C)cn1
 : -2% | 2% | 22% | 8% | 1% | . | -11% | -11 | 0% | -3% | -1%
CCOc1c(Cl)cc(CNCC(O)c2ccccc2)cc1OC (configuration not stated)
 : -8% | -3% | 7.1µM* | ? | -2% | ? | -1% | -15 | 2% | -7% | 4%
O=C(COc1ccc2ccc(=O)oc2c1)NC1CCN(Cc2ccccc2)CC1
 : 0% | 8% | -25% | 3% | -1% | . | . | 3 | 2% | 1% | 2%
CCc1ccc(Nc2nc(N)nc(CSc3nc4ccccc4s3)n2)cc1
 : 4% | ? | 13µM* | ? | 3% | ? | 7% | -1 | 0% | -6% | ?
COc1ccc(C(=O)NCc2nnc(SCC(=O)Nc3ccc4c(c3)OCO4)o2)cc1
 : -3% | -4% | 0% | 11% | -3% | -2% | 1% | -29 | 0% | 6% | ?
CCCCCn1c(SCC2CCCO2)nc2cc(C(=O)N3CCC(C(N)=O)CC3)ccc2c1=O (configuration not stated)
 : 2% | -1% | 30% | -5% | -2% | -9% | -2% | -7 | -1% | 4% | -1%
COc1ccc2cc(C=NS(=O)(=O)c3ccc(C)cc3)n(C)c2c1
 : -10% | 3% | . | . | 3% | . | . | 13 | 2% | -4% | -16%
O=C1Nc2ccccc2/C1=C/C(=O)c1cccs1
 : -76% | -20% | ? | ? | -6% | . | 8% | -13 | -3% | 15% | 15µM*
CSc1sccc1/C=N/NC(=O)c1ccncc1
 : -65% | 2% | ? | -28% | -2% | 7% | 0% | 1 | 10% | 9% | ?
O=C(COc1cccc2ccccc12)NNC(=O)CSCCO
 : -19% | -5% | 8% | -5% | -4% | 14% | 5% | 9 | 1% | -8% | 3%
CN(CC(=O)Nc1ccc(F)cc1)C(=O)C1CCCC1
 : 1% | 3% | . | . | 4% | . | . | 2 | -4% | 3% | 0%
CCC(C)Sc1ccc([C@H]2N[C@@](Cc3ccccc3)(C(=O)OC)[C@H]3C(=O)N(CC)C(=O)[C@@H]23)cc1 (some centres not stated)
 : -59% | -6% | . | . | -17% | . | . | 9 | -3% | 5% | -15%
COc1ccc(C(=O)N/N=C/c2ccc(OC)c(OS(=O)(=O)c3ccccc3)c2)cc1
 : -39% | -13% | 17% | 2% | -13% | 8% | -3% | 9 | 0% | -8% | -13%
Cc1onc(-c2c(F)cccc2Cl)c1C(=O)ONC(=O)c1ccco1
 : 0% | 1% | -43% | -9% | -4% | . | 0% | 3 | 1% | 2% | -1%
O=C(COC(=O)COc1ccc(Cl)cc1)NC1CCCCCC1
 : -3% | -1% | . | . | 1% | . | . | -2 | -2% | 1% | 2%

The listing continues.
canonical_smiles	BRCA1 expr up	p53 reactivator	RORg inh	Gal4-VP16 FLuc	ELG1 genotoxic	Menin-MLL TR inh	PKM2 activator	Giardia killer	NPC1 prom act	Rab9 prom act	FLuc modulator
O=[N+]([O-])c1cc(Br)c(O)c(/C=N/Nc2nc3ccccc3s2)c1	-35%	13%	-2%	?	-5%	?	?	-12	-7%	-9%	19µM*
CCn1cc(C(=O)O)c(=O)c2cnc(N3CCN(C(=S)NC(=O)c4ccc(Br)cc4)CC3)nc21	-40%	-2%	0.56µM*	-10%	0%	.	-7%	?	-1%	13%	1%
c1ccc2oc(Cc3ccc(Cc4nc5ccccc5o4)cc3)nc2c1	-55%	4%	-35%	-4%	-5%	12%	-16%	-9	-6%	-1%	2%
COc1cccc(CNC(=O)CSc2nnc3c(n2)[nH]c2ccccc23)c1	-17%	-1%	-13%	-18%	-6%	?	-2%	0	-1%	3%	-3%
O=[N+]([O-])c1ccc(OCC(O)CNC2CCCC2)cc1 (configuration not stated)	-1%	1%	-8%	-1%	0%	.	-4%	18	2%	-2%	5%
CC(C)Cn1c(CN2C(=O)c3ccccc3C2=O)nc2ccccc2c1=O	14%	5%	17%	3%	3%	0%	-2%	27	6%	6%	1%
CC(=O)c1ccc(NC(=O)C2(c3ccccc3)CC2(Cl)Cl)cc1 (configuration not stated)	10µM*	5%	38%	-8%	?	.	-3%	7	?	?	27µM*
Cc1cc(C)c(C)c(S(=O)(=O)NCCCn2ccnc2)c1C	-35%	2%	8%[1.91 µM]	-14%	-5%	-7%	-28%	2	-6%	-1%	0%
COc1ccccc1-n1c(-c2ccc(F)cc2)coc1=O	-9%	11%	-7%	8%	-1%	-9%	.	7	0%	7%	2%
COc1ccc(/C=C/C(=O)OCC(=O)c2ccc3c(c2)NC(=O)CO3)cc1	-20%	-2%	-12%	2%	14%	.	-1%	5	-7%	-5%	0%
O=C(CSc1ccc(-c2nc3ccccc3[nH]2)cn1)Nc1ccc2c(c1)OCCO2	10%	?	-19%	-9%	10%	?	-3%	-13	27%	?	?
O=C(CSc1nnc(CCc2ccccc2)n1-c1ccc(Cl)cc1)c1ccccc1	-63%	11%	11µM*	?	-7%	-6%	3%	-13	-8%	1%	2%
CCN(CC)CCn1c(=S)[nH]c2ccc(Cl)cc2c1=O	-7%	0%	?	?	2%	?	0%	7	-4%	4%	8%
COc1ccc(OC)c(-c2cc(C(=O)N/N=C(\C)c3cccnc3)c3ccccc3n2)c1	6%	-1%	-21%	-26%	0%	-7%	0%	-15	1%	-3%	-4%

Quoted at random: four records from the list.
canonical_smiles	BRCA1 expr up	p53 reactivator	RORg inh	Gal4-VP16 FLuc	ELG1 genotoxic	Menin-MLL TR inh	PKM2 activator	Giardia killer	NPC1 prom act	Rab9 prom act	FLuc modulator
O=[N+]([O-])c1cc(Br)c(O)c(/C=N/Nc2nc3ccccc3s2)c1	-35%	13%	-2%	?	-5%	?	?	-12	-7%	-9%	19µM*
COc1ccc(OC)c(-c2cc(C(=O)N/N=C(\C)c3cccnc3)c3ccccc3n2)c1	6%	-1%	-21%	-26%	0%	-7%	0%	-15	1%	-3%	-4%
CCn1cc(C(=O)O)c(=O)c2cnc(N3CCN(C(=S)NC(=O)c4ccc(Br)cc4)CC3)nc21	-40%	-2%	0.56µM*	-10%	0%	.	-7%	?	-1%	13%	1%
O=C(CSc1nnc(CCc2ccccc2)n1-c1ccc(Cl)cc1)c1ccccc1	-63%	11%	11µM*	?	-7%	-6%	3%	-13	-8%	1%	2%
